CCR6 antagonist: blocks CCL20-driven beta-arrestin recruitment at human CCR6; P51684; CHO-K1 CCR6 PathHunter beta-arrestin, luminescence, CCL20-stimulated; inhibition, % at 20 µM; 340,000 compounds, 0.49% hits; AID 493098;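 active means compounds whose inhibition of the agonist-driven luminescence signal at 20 µM reaches about 50%, limit read from the data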;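 further: cells stimulated with CCL20 at 14 nM final; plate controls were DMSO with CCL20 for no effect and DMSO without agonist for full effect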
Target sequence (P51684 whole entry, looked up): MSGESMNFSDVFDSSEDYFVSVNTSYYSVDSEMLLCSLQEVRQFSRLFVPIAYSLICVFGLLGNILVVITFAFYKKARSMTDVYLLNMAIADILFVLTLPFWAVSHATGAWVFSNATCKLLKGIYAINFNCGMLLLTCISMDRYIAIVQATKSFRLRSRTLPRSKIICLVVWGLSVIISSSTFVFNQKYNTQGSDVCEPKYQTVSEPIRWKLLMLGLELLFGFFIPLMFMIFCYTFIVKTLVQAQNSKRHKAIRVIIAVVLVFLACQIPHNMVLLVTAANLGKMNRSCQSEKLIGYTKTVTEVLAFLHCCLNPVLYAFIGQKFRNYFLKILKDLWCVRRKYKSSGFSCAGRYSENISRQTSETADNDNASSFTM
Gli-Sufu block: blocks Gli-Sufu signaling in a luciferase reporter. Sufu-KO-LIGHT fibroblasts, Gli luciferase reporter luminescence. inhibition, % at 5 µM. 340,000 compounds, 0.74% hits. AID 588413;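 active means inhibition above about 55%, limit read from the data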;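 further: 0% = DMSO-treated cells and 100% = wells with medium but no cells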
Apaf-1 inh: blocks human Apaf-1 apoptosome activity | 330,000 compounds, 0.71% hits | inhibition, % at 20 µM | reconstituted apoptosome caspase-3 activity, DEVD-Rh110 fluorescence; active means inhibition of at least 40% at 20 µM;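 further: plate controls were DMSO wells for no effect and DEVD-CHO caspase inhibitor wells for full effect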
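Material: cell-free apoptosome with Apaf-1, procaspase-3 and caspase-9; Buffer or medium: Hepes pH 7.5 with detergent and BSA; Reagent: cytochrome c trigger plus (Z-DEVD)2-Rh110 caspase-3 substrate; Times: compound with Apaf-1, dATP, procaspase-3 30 min, then 50 min reaction, room temperature; Technique: Rh110 fluorescence intensity.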
SENP8 inh: SENP8 protease inhibition; 330,000 compounds, 1.2% hits; inhibition, % at 10 µM; Q96LD8; purified SENP8, Z-RLRGG-aminoluciferin cleavage, luminescence
Target sequence (Q96LD8 whole entry, looked up): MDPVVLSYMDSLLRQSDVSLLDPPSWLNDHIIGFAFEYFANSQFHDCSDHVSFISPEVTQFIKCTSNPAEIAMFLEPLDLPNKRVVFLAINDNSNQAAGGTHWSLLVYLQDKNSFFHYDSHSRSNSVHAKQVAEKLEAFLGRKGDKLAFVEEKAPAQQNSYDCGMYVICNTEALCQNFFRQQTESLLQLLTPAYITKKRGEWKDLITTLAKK
Jurkat NFkB inh: lowers PMA/ionomycin-induced NF-kB signal in Jurkat cells; PMA/ionomycin-induced NF-kB luciferase reporter, luminescence; 330,000 compounds, 0.53% hits; inhibition, % at 4 µM
697 NFkB inh: inhibitors of the PMA/ionomycin-induced NF-kB reporter in 697 B cells; 697 B-cell NF-kB luciferase reporter, 16 h; inhibition, % at 4 µM; 330,000 compounds, 0.33% hits; AID 435022; in the data active means inhibition above about 35%
UBC13 polyUb: human UBC13 polyubiquitination inhibition; inhibition, % at 20 µM; P61088; 330,000 compounds, 0.47% hits; UBC13 polyubiquitin chain formation, TR-FRET; in the data active means inhibition above about 45%, passing the limit was not always enough
Target sequence (P61088 whole entry, looked up): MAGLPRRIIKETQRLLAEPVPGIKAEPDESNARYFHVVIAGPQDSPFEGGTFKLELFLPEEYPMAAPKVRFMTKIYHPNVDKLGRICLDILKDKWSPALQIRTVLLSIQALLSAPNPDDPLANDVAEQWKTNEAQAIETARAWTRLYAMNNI
EBI2 antag: EBI2 (human) antagonism. P32249. EBI2 beta-arrestin recruitment, luminescence, 7a,25-OHC stimulated. inhibition, % at 5 µM. 360,000 compounds, 0.81% hits; in the data active means inhibition above about 38%;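 further: enzyme fragment complementation signal reports receptor beta-arrestin coupling in cells; 0% = agonist plus DMSO wells and 100% = wells without agonist; some results beyond the cut were filed as inactive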
Target sequence (P32249 whole entry, looked up, the tested form may be a part): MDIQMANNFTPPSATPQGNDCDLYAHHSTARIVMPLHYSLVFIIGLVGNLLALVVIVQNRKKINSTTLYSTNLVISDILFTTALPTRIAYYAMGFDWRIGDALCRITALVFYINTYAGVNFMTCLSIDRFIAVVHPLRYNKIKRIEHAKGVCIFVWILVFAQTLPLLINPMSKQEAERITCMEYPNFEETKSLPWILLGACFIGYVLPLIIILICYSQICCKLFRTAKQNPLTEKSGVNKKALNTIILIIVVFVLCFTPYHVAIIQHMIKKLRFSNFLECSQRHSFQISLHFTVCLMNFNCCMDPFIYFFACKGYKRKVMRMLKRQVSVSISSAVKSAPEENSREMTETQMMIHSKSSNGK
The depositor's hits bear a star; / = not tested or not shown. Unless noted, no stated cut-off is given here; in the data, active means inhibition above about 50%; inactive means the rest. Only part of the results is shown; rates above refer to the full screens.

SMILES	CCR6 antagonist	Gli-Sufu block	Apaf-1 inh	SENP8 inh	Jurkat NFkB inh	697 NFkB inh	UBC13 polyUb	EBI2 antag
O=C(c1ccc(=O)[nH]n1)N1CCN(S(=O)(=O)c2ccc3ccccc3c2)CC1	-4	63*	-18	3	3	12	4	1
COc1ccccc1N1CCN(/N=C/C=C/c2ccccc2[N+](=O)[O-])CC1	11	3	20	-5	6	-4	-7	21
O=C(O)c1ccc(-c2nc(-c3ccc(Cl)c(Cl)c3)cs2)cc1	-4	-12	6	74*	-17	-116	-13	4
Cc1c(C)n(CC(O)CNCCO)c2ccccc12 (stereo not given)	21	-2	-11	3	12	13	9	-16
C=CCOc1cccc(C2NC(=O)c3ccccc3O2)c1 (stereo not given)	5	3	-7	-6	3	-18	-3	1
CCN(Cc1ccc(OC)c(F)c1)C(=O)C1CCCO1 (stereo not given)	10	19	6	4	-17	9	-2	-4
NC(=S)N/N=C/c1ccc(OC(=O)c2cccnc2)cc1	9	-47	-10	-1	-6	-7	4	-6
COC(=O)c1ccc(NC(=O)COc2coc(CN3CCc4ccccc43)cc2=O)cc1	-3	0	-4	5	21	15	-6	0
Cc1ccc(OCC(=O)NCCCNC(=O)c2cnccn2)cc1C	-4	19	8	-7	-15	0	-1	7
Cc1ccc(C)c(NC(=O)CCC(=O)OC(C(=O)c2ccccc2)c2ccccc2)c1 (stereo not given)	22	4	-3	-3	-3	-3	7	-6
COCCn1c(SCC(=O)NCc2ccco2)nnc1-c1c[nH]c2ccccc12	13	-6	4	-1	-5	14	12	-2
CCc1cc(C(=O)N2CCCC(C(=O)c3ccc(OC)c(F)c3)C2)n(C)n1 (stereo not given)	8	2	8	-3	-12	-7	-5	15
Cc1ccc(C23CC4CC(CC(CC(=O)NC(C)(C)CO)(C4)C2)C3)cc1	5	7	17	2	2	8	2	14
COc1ccc(C2N(C(=O)N3CCOCC3)CCN2S(=O)(=O)c2ccc(C)cc2)cc1 (stereo not given)	7	7	-3	-10	-10	8	-5	-13
CCNC(=O)CSc1nc2ccccc2c(=O)n1-c1cc(OC)ccc1OC	1	5	-10	-5	10	10	-4	2

4 compounds from above, arranged by count of non-hydrogen atoms, highest first:
SMILES	CCR6 antagonist	Gli-Sufu block	Apaf-1 inh	SENP8 inh	Jurkat NFkB inh	697 NFkB inh	UBC13 polyUb	EBI2 antag
COC(=O)c1ccc(NC(=O)COc2coc(CN3CCc4ccccc43)cc2=O)cc1	-3	0	-4	5	21	15	-6	0
COc1ccc(C2N(C(=O)N3CCOCC3)CCN2S(=O)(=O)c2ccc(C)cc2)cc1 (stereo not given)	7	7	-3	-10	-10	8	-5	-13
COc1ccccc1N1CCN(/N=C/C=C/c2ccccc2[N+](=O)[O-])CC1	11	3	20	-5	6	-4	-7	21
CCN(Cc1ccc(OC)c(F)c1)C(=O)C1CCCO1 (stereo not given)	10	19	6	4	-17	9	-2	-4

4 compounds from above with just Gli-Sufu block, 697 NFkB inh and Apaf-1 inh.
SMILES	Gli-Sufu block	697 NFkB inh	Apaf-1 inh
Cc1ccc(OCC(=O)NCCCNC(=O)c2cnccn2)cc1C	19	0	8
Cc1ccc(C)c(NC(=O)CCC(=O)OC(C(=O)c2ccccc2)c2ccccc2)c1 (stereo not given)	4	-3	-3
COCCn1c(SCC(=O)NCc2ccco2)nnc1-c1c[nH]c2ccccc12	-6	14	4
CCc1cc(C(=O)N2CCCC(C(=O)c3ccc(OC)c(F)c3)C2)n(C)n1 (stereo not given)	2	-7	8

Following part
SMILES	CCR6 antagonist	Gli-Sufu block	Apaf-1 inh	SENP8 inh	Jurkat NFkB inh	697 NFkB inh	UBC13 polyUb	EBI2 antag
Cc1nn(C(C)C(=O)NCc2ccco2)c(=O)c2nn(-c3ccccc3)c(C)c12 (stereo not given)	21	-8	-4	-16	-1	-5	1	0
CCOc1ccc(C(=O)NCC(=O)NCC(c2ccccc2OC)N2CCCC2)cc1 (stereo not given)	0	2	24	-8	-4	-2	6	5
Cc1ccc(S(=O)(=O)NN=C2CCN(Cc3ccccc3)CC2)cc1	-5	-1	1	0	1	8	4	-1
Cc1noc(C)c1NC(=O)N(C)C[C@H]1Oc2c(NC(=O)c3ccncc3)cccc2C(=O)N([C@H](C)CO)C[C@@H]1C	9	-4	10	-15	3	-7	-6	-10
O=C(Cn1cnc2c(OCc3ccccc3)ncnc21)NCCN1CCOCC1	-8	-6	-9	0	1	1	12	-12
Cc1ccc2cc(CCNC(=O)C3CCCCC3)c(=O)[nH]c2c1C	-6	6	9	-8	4	1	3	7
CC(=O)c1ccc(NC(=O)c2onc(C)c2Cl)cc1	10	-71	8	3	-63	-66	2	0
Cc1nnn(C23C[C@@H]4C[C@@H](CC(C(=O)N5CCN(c6ccccc6)CC5)(C4)C2)C3)n1	4	-1	-10	1	19	-8	0	-12
FC(F)(F)c1cc(CCN2CCNC[C@@H]2CC2CCCCC2)cc(C(F)(F)F)c1	5	-10	79*	-37	-1	10	87*	0
COc1cccc(C(=O)Nc2cc(C)nn2-c2ccccc2)c1OC	1	0	-4	-10	-15	-8	3	7
CC1CCCCN1CC(=O)Nc1sccc1C#N (stereo not given)	20	17	-8	6	-1	-3	-1	-3
CS(=O)(=O)N1CCN(C(=O)c2cc(-c3ccccc3)nc3ccccc23)CC1	-11	-2	5	3	-1	-1	-15	-4
Cc1nc2sc(C(c3cccs3)N3CCN(c4ccccc4)CC3)c(O)n2n1 (stereo not given)	7	41	15	-12	9	1	3	-10
Cc1cc(C)c2nc(N(CCN(C)C)C(=O)/C=C/c3cccs3)sc2c1	-4	9	23	1	-17	-8	13	1
O=C(CN(c1cccc([N+](=O)[O-])c1)S(=O)(=O)c1ccccc1)N(Cc1ccccc1)Cc1ccccc1	15	10	7	1	-17	6	5	11
O=C(c1cccc(C(F)(F)F)c1)C1CCCN(C(=O)CCn2cnnn2)C1 (stereo not given)	15	-7	-6	-8	-5	1	-3	-2
C/C(O)=C\c1nc2ccccc2oc1=O	7	-5	5	-7	-3	5	-12	-4
Cc1ccc(/C=N/N2CCN(Cc3ccc(Cl)cc3)CC2)o1	8	-1	-5	1	17	33	3	0
O=C(CN1C(=O)C2C3c4ccccc4C(c4ccccc43)C2C1=O)Nc1ccccc1C(=O)O (stereo not given)	10	-5	4	-9	3	-12	-15	2
COc1c(Cl)cc(C(=O)Nc2ccc(Cl)cn2)cc1Cl	-18	-30	12	-6	-39	-55	-4	-2
CC(C)c1ccc(/C=N/NC(=O)c2nnn(-c3nonc3N)c2CSC2=NCCS2)cc1	6	1	5	1	1	-18	-12	-30
CCCc1nnc(NC(=O)CCC(=O)N2CCN(CCn3c(C)ccc3C)CC2)s1	-12	-2	16	-10	4	11	10	-7
O=C(c1ccc(Cl)nc1)N1CCN(S(=O)(=O)c2ccc3c(c2)OCCO3)CC1	1	4	7	-3	7	10	-2	18
Cc1ccc(NC(=O)CNc2ccc(Cl)cc2F)cc1	6	-13	4	-2	-2	20	8	1
CCOc1cc(N2CCOCC2)c(OCC)cc1NC(=O)CSc1n[nH]c(N)n1	-6	-14	-3	6	-10	21	1	11
CC1CCC(NC(=O)C2c3ccccc3C(=O)N2Cc2cccs2)CC1 (stereo not given)	8	-2	-10	3	9	0	5	-6
CCc1ccc(S(=O)(=O)NCCOc2cccc3cccnc23)cc1	-6	7	4	-3	-9	2	9	-2
O=C(NCCCn1ccnc1)C1CC2CCC1C2 (stereo not given)	-19	-2	6	-8	-3	-11	-8	-16
Cc1ccc(S(=O)(=O)N/N=C\c2cccnc2)cc1	6	-2	-9	2	-9	-3	0	7
O=C(c1ccc(CS(=O)Cc2ccc(Cl)cc2)o1)N1CCN(c2ccccn2)CC1 (stereo not given)	8	2	4	5	9	9	2	-15
O=C(CSc1nccn1Cc1ccco1)Nc1ccccc1	8	29	4	-13	-14	-21	-8	2
O=C(CSc1n[nH]c(-c2ccco2)n1)Nc1ccccc1	4	-9	-3	4	-4	-34	-14	9
O=C1CCc2cc(S(=O)(=O)Nc3ccc(C(F)(F)F)cc3)cc3c2N1CC3	10	-2	9	-5	-2	15	-2	0
NC(=O)c1ccccc1OCC(=O)NS(=O)(=O)c1ccccc1	0	3	-13	11	2	1	-2	2
CCN1CCN(c2ccc(S(=O)(=O)N3CCOCC3)cc2NC(=O)c2ccc(F)cc2Cl)CC1	5	3	9	3	-4	2	-1	3
CC(C)c1ccccc1NC(=O)COc1ccc(C(=O)NCCc2ccccc2)cc1	-2	1	28	-6	0	6	-1	4
O=C(COc1ccc(Br)cc1CO)Nc1ccccc1	1	-47	-4	-6	-40	-34	9	-8
CCOC(=O)C1CCCN(C(=O)c2cccc(S(=O)(=O)N3CCOCC3)c2)C1 (stereo not given)	7	-8	-9	8	13	16	7	-4
O=C(CN1C(=O)NC(CCc2ccccc2)C1=O)N1CCCCCC1 (stereo not given)	3	15	-10	4	-5	7	13	5
COc1cccc(C(=O)N(C)C(C)c2nc3ccccc3s2)c1 (stereo not given)	9	-1	1	-2	18	-5	7	18
COc1ccc(S(=O)(=O)Nc2nnc(C(C)C)s2)cc1	4	2	-1	4	3	-5	-6	-3
Cn1cc(NC(=O)Nc2ccc(C(F)(F)F)cc2)c(C(F)(F)F)n1	7	6	6	13	-7	-19	-1	-13
NC(=O)/C=C\c1cn(-c2ccccc2)nc1-c1ccc2c(c1)OCCO2	4	-1	1	-4	-9	2	18	-6
N#Cc1c(C(F)(F)F)cc(-c2ccco2)nc1SCc1ccncc1	24	15	24	-6	19	-16	-4	24
O=C(CSc1nnc(-c2ccncc2)n1Cc1ccco1)N1c2ccccc2Sc2ccc(Cl)cc21	20	4	22	0	-23	-15	4	21
C#CCOCCOCCOCCNc1nc(N2CCOCC2)nc(N2CCN(C(=O)[C@H](CCCCN)n3cc([C@@H](N)CO)nn3)CC2)n1	10	-6	14	0	21	17	2	0
CN(C)c1nc(N(C)C)nc(N(C)C)n1	3	/	-15	9	-2	6	12	-5
O=C(NCCCSc1ccccc1)c1cc(Cl)ccc1O	1	0	20	-3	-4	11	6	8
COC(=O)c1ccc(NC(=S)N2CCN(Cc3cccc(C)c3)CC2)cc1	9	4	22	-8	-6	-1	-9	-20
O=C(c1cccc2ccccc12)C1CCCN(C(=O)CCc2cnccn2)C1 (stereo not given)	12	-1	-3	-2	-6	-26	-7	-12
Cc1cc(=O)cc(C)n1-c1ccc(Cl)cc1	4	1	-8	-8	-1	2	-19	-5
O=C(N/N=C/c1ccc([N+](=O)[O-])o1)c1cn(-c2ccccc2)nc1-c1ccc(F)cc1	-27	-2	34	-8	-1	-7	-29	/
CC(C)N1C(=O)CCC1C(=O)NCCc1ccccc1 (stereo not given)	-4	0	-14	1	9	13	-1	-13
COc1ccc(Cl)cc1C(=O)OCC(=O)N(C)CC(=O)Nc1ccc(F)cc1	5	-1	5	9	22	0	4	-8
CCCCCCCCC(=O)N1CCN(c2cc3c(cc2F)c(=O)c(C(=O)O)cn3CC)CC1	35	-2	11	-5	8	-18	46*	7
O=[N+]([O-])c1ccc(COc2ncnc3ccccc23)cc1	-2	-8	7	-3	-16	9	-2	7
O=C(Oc1ccccc1)c1ccc(-n2cnnn2)cc1	-4	2	-1	0	-14	0	10	8
COc1cc2[nH]c3c(=O)n(CCN4CCOCC4)cnc3c2cc1OC	1	-11	-8	1	4	18	1	-5
Cc1ccc(OCCC(=O)N(CCC(C)C)c2c(N)n(Cc3ccccc3)c(=O)[nH]c2=O)cc1	5	0	7	-4	7	16	-6	2
CCOc1ccc(C(=O)OCC(=O)N(Cc2ccccc2)Cc2ccccc2)cc1OC	17	-9	10	0	7	5	8	1

More structures
SMILES	CCR6 antagonist	Gli-Sufu block	Apaf-1 inh	SENP8 inh	Jurkat NFkB inh	697 NFkB inh	UBC13 polyUb	EBI2 antag
O=C(O)c1ccc(-c2nc(-c3ccccc3)c(-c3ccccc3)[nH]2)cc1	3	0	0	-7	-3	1	36	-5
C=C(C)CNC(=S)N=Nc1c(O)[nH]c2ccc([N+](=O)[O-])cc12	31	18	-11	-1	7	23	49*	9
Cc1cc(C(=O)CSc2nnc(NCc3ccccc3)s2)c(C)n1C	2	-11	12	4	20	0	6	-7
COC(=O)CSc1nc2ccc(C)cc2[nH]1	12	6	-7	-6	-4	13	0	10
CN(C(=O)c1ccc2c(=O)n3c(nc2c1)CCCCC3)c1ccccc1Cl	21	5	2	-3	-6	-8	4	2

Screens deposited in PubChem by Sanford-Burnham Center for Chemical Genomics.
